From PubChem
PABP1 MLLE inh: blocks PAM2 peptide binding to the PABP1 MLLE domain | actives 0.36% (n = 360,000) | P11940 | GST-MLLE / FITC-PAM2 fluorescence polarization | inhibition, % at 20 µM; in the data active = inhibition above about 35%, passing the limit was not always enough;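 note: plate controls were DMSO wells with GST-MLLE for no effect and wells lacking GST-MLLE protein for full effect; some results filed as inactive read as strong as hits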
Rin1-Abl PPI inh: human Rin1-Abl interaction inhibition | AID 588664 | actives 0.4% (n = 360,000) | P00519+Q13671 | inhibition, % at 7.35 µM | TR-FRET Rin1/Abl binding, biochemical; in the data active = inhibition above about 5%, passing the limit was not always enough
Target sequence (P00519 whole entry, looked up): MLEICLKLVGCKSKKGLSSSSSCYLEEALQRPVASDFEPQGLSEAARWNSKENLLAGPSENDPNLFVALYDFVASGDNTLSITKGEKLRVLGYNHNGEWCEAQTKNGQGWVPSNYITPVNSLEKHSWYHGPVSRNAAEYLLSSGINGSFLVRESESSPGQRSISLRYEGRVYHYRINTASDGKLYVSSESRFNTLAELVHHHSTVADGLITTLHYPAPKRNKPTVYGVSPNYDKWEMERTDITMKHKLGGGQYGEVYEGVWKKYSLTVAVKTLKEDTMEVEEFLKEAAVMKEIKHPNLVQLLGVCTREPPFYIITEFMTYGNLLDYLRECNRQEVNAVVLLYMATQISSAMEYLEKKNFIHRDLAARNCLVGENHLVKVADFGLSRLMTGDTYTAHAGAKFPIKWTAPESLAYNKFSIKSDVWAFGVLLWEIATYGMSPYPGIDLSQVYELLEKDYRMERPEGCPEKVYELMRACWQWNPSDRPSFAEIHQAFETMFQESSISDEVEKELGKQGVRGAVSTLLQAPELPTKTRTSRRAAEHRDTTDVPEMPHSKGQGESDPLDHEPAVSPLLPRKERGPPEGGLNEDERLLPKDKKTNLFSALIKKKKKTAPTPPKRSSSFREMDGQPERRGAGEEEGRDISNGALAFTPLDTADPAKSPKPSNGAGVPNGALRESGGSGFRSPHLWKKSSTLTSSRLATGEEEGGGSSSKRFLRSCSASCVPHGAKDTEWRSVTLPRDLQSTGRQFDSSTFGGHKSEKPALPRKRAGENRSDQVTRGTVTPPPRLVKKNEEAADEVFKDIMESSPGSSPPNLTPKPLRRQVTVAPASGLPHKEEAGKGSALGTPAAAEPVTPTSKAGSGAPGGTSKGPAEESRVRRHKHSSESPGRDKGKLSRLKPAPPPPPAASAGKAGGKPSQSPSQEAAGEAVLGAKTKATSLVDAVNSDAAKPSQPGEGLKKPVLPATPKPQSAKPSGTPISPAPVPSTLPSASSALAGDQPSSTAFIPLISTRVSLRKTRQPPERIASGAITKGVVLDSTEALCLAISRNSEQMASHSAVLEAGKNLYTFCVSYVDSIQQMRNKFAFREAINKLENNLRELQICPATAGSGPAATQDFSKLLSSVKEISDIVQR
Target sequence (Q13671 whole entry, looked up): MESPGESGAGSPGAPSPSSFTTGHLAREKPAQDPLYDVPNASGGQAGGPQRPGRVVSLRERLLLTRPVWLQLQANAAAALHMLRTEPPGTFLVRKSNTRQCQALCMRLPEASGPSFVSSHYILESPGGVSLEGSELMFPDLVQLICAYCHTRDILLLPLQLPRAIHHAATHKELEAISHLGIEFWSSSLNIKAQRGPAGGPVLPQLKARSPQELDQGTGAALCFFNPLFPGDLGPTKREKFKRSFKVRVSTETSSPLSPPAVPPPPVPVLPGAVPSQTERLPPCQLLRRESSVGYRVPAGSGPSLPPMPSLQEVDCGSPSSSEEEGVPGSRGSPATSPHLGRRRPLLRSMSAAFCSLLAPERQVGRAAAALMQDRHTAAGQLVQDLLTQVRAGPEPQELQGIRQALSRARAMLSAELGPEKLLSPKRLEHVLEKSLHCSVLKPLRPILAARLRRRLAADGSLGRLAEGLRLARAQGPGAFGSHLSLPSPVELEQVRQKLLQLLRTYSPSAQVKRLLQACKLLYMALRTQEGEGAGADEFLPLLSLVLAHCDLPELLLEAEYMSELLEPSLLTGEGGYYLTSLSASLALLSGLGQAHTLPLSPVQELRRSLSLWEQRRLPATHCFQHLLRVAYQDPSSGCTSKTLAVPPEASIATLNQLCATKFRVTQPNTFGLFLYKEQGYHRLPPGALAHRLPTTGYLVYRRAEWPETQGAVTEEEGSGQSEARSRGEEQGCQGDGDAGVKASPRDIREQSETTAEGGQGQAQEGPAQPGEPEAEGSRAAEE
SKN-1 block: inhibitors of C. elegans SKN-1. C. elegans VP596 Pgst-4::GFP/RFP ratio, acrylamide-induced, 24 h. inhibition, % at 21.8 µM. actives 0.49% (n = 360,000);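 active = interference check ratio from 0.5 to 1.5 plus GFP to RFP signal ratio inhibition reaching or exceeding a fixed threshold, cut at about 30% in these data, passing the limit was not always enough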; note: some compounds called inactive have numbers as strong as hits
bovine MsrA act: activators of bovine methionine sulfoxide reductase A; purified bovine MsrA, absorbance read-out; activation, % at 10.6 µM; actives 0.3% (n = 360,000); in the data active = activation above about 7.5%;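 note: 0% = vehicle and 100% = reference activator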
Neddylation inh: cullin neddylation inhibition. P61081+Q13564. TR-FRET cullin neddylation, biochemical. calls only at 25 µM. actives 0.58% (n = 360,000); in the data active = inhibition above about 36%
FAS-TE inh: inhibitors of human fatty acid synthase thioesterase domain; P49327; recombinant FAS-TE, OMFH fluorogenic substrate, fluorescence endpoint; inhibition, % at 15 µM; actives 0.67% (n = 360,000); AID 602261;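 active = compounds whose normalised, plate-corrected inhibition of enzyme fluorescence in the single-dose primary screen is 50% or more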;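 note: 0% = DMSO with enzyme and 100% = substrate without enzyme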
eLon inh: E. coli protease La inhibition; inhibition, % at 7.94 µM; AID 602123; actives 0.42% (n = 360,000); P0A9M0; purified E. coli Lon protease, fluorescence polarization; in the data active = inhibition above about 13%, passing the limit was not always enough;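 note: 0% = enzyme with probe and DMSO and 100% = no enzyme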
CendR NRP1 mod: alters CendR peptide binding to human NRP-1; O14786; FAM-RPARPAR peptide binding to NRP-1, fluorescence polarization; inhibition, % at 25 µM; actives 0.85% (n = 360,000); AID 602438;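 active = inhibition or corrected inhibition above about 18%, plus a signal ratio from 0.5 to 1.5, limit read from the data, passing the limit was not always enough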; note: strong numbers were not always called active
MT1-MMP act inh: inhibitors of human MT1-MMP activation | P50281 | HT1080 RFP-PRO-GFP cells, GFP/RFP ratio fluorescence, overnight; percent of plate control window, DMSO zero | GFP/RFP ratio change, % at 20 µM | actives 0.061% (n = 360,000) | AID 651647;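 active = GFP/RFP ratio change of at least 30% with cell ATP level not reduced by more than half and red fluorescence within 50% of control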; note: strong numbers were not always called active
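Assay system – RFP-PRO-GFP reporter HT1080 cells · Compound dosing – single dose of 20 µM compound, 1% DMSO final · Incubation – overnight compound exposure at 37 °C · Measure – GFP/RFP fluorescence ratio · Benchmarks – DMSO wells and RFP-L50D-GFP cells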
* = called active by the depositor; i = inactive; nt = not tested or not shown.

Below each compound – PABP1 MLLE inh, Rin1-Abl PPI inh, SKN-1 block, bovine MsrA act, Neddylation inh, FAS-TE inh, eLon inh, CendR NRP1 mod, MT1-MMP act inh
> COCCn1c(Cc2ccccc2)nnc1SCC(=O)N1CCCCC1C (configuration not stated)
  -5, 0, 10, 0, i, -6, 7, -10, -1
> COC(=O)N/N=C(\C)c1cccs1
  -4, 0, 9, -3, i, -5, 0, 4, 5
> Cc1cc(C)nc(Nc2nc(C(N)c3ccccc3)cs2)n1 (configuration not stated)
  -10, 0, -11, 0, i, -5, -7, -10, 0
> CCOC(=O)CN1C(=O)CSc2ccccc21
  14, -1, -28, -4, i, -7, -9, -2, -3
> O=C(NNC(=O)c1cc(-c2cccnc2)nc2ccccc12)Nc1ccc(Cl)cc1
  -10, 2, 6, -4, i, 18, 7, -12, -7
> O=C1C=C(c2ccccc2)CC(/C=C/c2ccccc2)C1 (configuration not stated)
  -9, 1, 4, -1, i, 34, 1, 0, 0
> O=C(CCS(=O)(=O)c1ccc(Br)s1)Nc1ccccc1Br
  -5, -2, 0, -5, i, 1, -10, 4, -1
> Cc1cc(C(=O)Cn2nc(C(=O)O)c3ccccc3c2=O)c(C)n1-c1ccccc1
  -15, -5, 0, -2, i, 16, 2, -3, -1
> C(#Cc1ccccc1)C[N+]1(CC#Cc2ccccc2)CCCC1
  -11, -3, 5, -1, i, -2, 7, 7, -6
> CCN(C(=O)COC(=O)c1ccc2ccccc2c1)c1c(N)n(Cc2ccccc2)c(=O)[nH]c1=O
  -6, -1, -14, -4, i, -10, -2, 0, -4
> CC(C)C[C@H]1CNC(=O)C(=O)N1C[C@H](Cc1ccc(O)cc1)NC(=O)CC12CC3CC(CC(C3)C1)C2
  nt, nt, 29, -2, i, -6, -7, 5, 5
> O=C(NNC(=S)Nc1ccccc1)c1cccnc1
  6, -2, 2, 0, i, -5, -18, -7, 0
> O=C(O)c1ccc(NC(=O)C2C3CCC(O3)C2C(=O)O)cc1 (configuration not stated)
  3, 3, 8, 0, i, -9, -5, -8, 4
> O=C(Nc1cccnc1Cl)C1=NN(c2ccccc2)C(=O)CC1
  -2, 3, 25, -3, i, -4, -2, 1, 0
> O=C(O)CCC(=O)Nc1ccc(Sc2ccc([N+](=O)[O-])cc2)cc1
  8, -1, -1, -6, i, -5, 1, 3, 7
> O=C(CN(C(=O)Cn1nnc(-c2cccs2)n1)c1ccc2c(c1)OCCO2)NCC1CCCO1 (configuration not stated)
  16, -5, 16, 0, i, -7, 3, 16, 4
> CCc1[nH]nc(C(=O)N2CCCC(N3CCN(c4ccccc4C)CC3)C2)c1C (configuration not stated)
  4, 1, 8, -3, i, -7, -5, 18, 2
> Cc1sc2nc(C3CC3)nc(NCCNS(=O)(=O)c3ccccc3)c2c1C
  2, 2, 5, -4, i, 6, -1, -2, 9
> COC(=O)[C@@H]1C[C@@]2(O)[C@H](O)[C@H](O)[C@H](O)C[C@H]2N1Cc1cc(OC)cc(OC)c1
  -4, -3, -3, -1, i, -10, -17, -6, 2
> COc1ccc(S(=O)(=O)N2CCOC2CNC(=O)C(=O)NCc2ccccn2)cc1OC (configuration not stated)
  9, 0, 2, -4, i, -10, -2, -1, 4
> O=C(CNC(=O)C1CCCCC1)Nc1ccc(F)c(Cl)c1
  6, -3, -2, -4, i, 4, 3, -1, 3
> COCC(=O)N(C)c1nnc(-c2ccc([N+](=O)[O-])cc2)s1
  -2, 2, 7, 0, i, 11, 3, -1, 0
> CC(=O)c1cccc(-c2csc3ncnc(Sc4nnnn4C)c23)c1
  -8, -3, -6, -3, i, 4, 6, -6, -17
> COc1ccc(C(=O)N2CCN(c3nc4cc(C)ccc4cc3C#N)CC2)c(OC)c1
  9, -2, 12, -2, i, 5, 2, -5, -5
> Cc1ccc(CNC(=O)c2ccc(N3CCc4ccccc43)c([N+](=O)[O-])c2)cc1
  7, -3, -5, -4, i, 27, 11, -8, 24
> CC(C)(C)OC(=O)NCCCCCNC(=O)c1nc[nH]c1C(=O)N1CCc2ccccc2C1
  0, 0, 8, -1, i, -6, 1, 2, 5
> Cc1c(Cl)cccc1NC(=O)C1CCN(c2cnccn2)CC1
  -3, 3, 2, 0, i, 2, -8, 11, 0
> O=S(=O)(c1ccc(Cl)cc1)N1CCCCCC1
  4, 4, 4, -3, i, 4, 3, 12, 2
> CC(=NNC(=O)c1ccncc1)c1ccc2ccccc2c1O
  i, 1, -8, -2, i, -2, i, 144, -117
> COc1ccc(CC(=O)NC2CCSc3ccccc32)cc1OC (configuration not stated)
  15, 4, -5, -1, i, -1, 4, 7, -1
> CC(=O)OC1CCC2C3CCc4cc(O)ccc4C3CCC12C (configuration not stated)
  -3, 3, 3, 1, i, 19, -9, 6, 0
> CN(CC(=O)NCc1ccncc1)S(=O)(=O)c1ccc(F)cc1
  -1, -1, -11, 0, i, -7, -3, -4, 4
> Cc1nc([N+](=O)[O-])cn1CC(O)c1ccc(F)cc1 (configuration not stated)
  6, 1, 14, -7, i, -4, 5, -3, 5
> COc1ccc2nc(Nc3ccccc3OC)sc2c1
  2, -2, 13, -10, i, 11, -1, 4, -2
> COc1ccc(C(=O)N2CCN(c3ccc(C)c(C)c3)CC2)cc1OC
  8, 0, 1, -2, i, 0, -5, 5, 4
> COc1ccccc1CCNC(=O)C(=O)NCC1OCCN1S(=O)(=O)c1ccc(F)cc1 (configuration not stated)
  -7, -1, -9, -3, i, -2, -3, 1, 4
> CN(C)C(=O)COc1ccc(Br)cc1
  0, 0, -3, -1, i, -9, -11, 4, 7
> COc1ccc(CCNC(=O)CC(C)S(=O)(=O)c2ccc3c(c2)NC(=O)CO3)cc1OC (configuration not stated)
  4, -1, 8, -2, i, -5, 9, 10, -4
> CCOC(=O)N/N=C/c1ccc(N2CCOCC2)s1
  16, -2, 3, -12, i, -5, 0, 4, -6
> Cc1ccc(NC(=O)C(c2ccccc2)c2ccccc2)nc1
  1, -2, -1, -11, i, 8, -1, -18, -3
> COc1ccc(/C=C2\SC(=S)N(CCC(=O)NC3=NCCS3)C2=O)cc1OC
  -55, -3, 30, 1, i, -13, -13, -87, -9
> O=C(Oc1ccc(-c2nc(-c3ccccn3)no2)cc1)c1ccccc1
  -3, 1, 27, -3, i, 3, -3, -3, -6
> NC(=S)Nc1cccc2cn[nH]c12
  -40, -5, -11, -2, i, -4, 6, -11, 1
> Cc1c(NC(=O)CSc2ncnc3c2cnn3-c2ccccc2)c(=O)n(-c2ccccc2)n1C
  19, -2, 8, -3, i, -6, -2, -3, -3
> COc1ccc(CC(=O)OCC(=O)NC2CCCCC2)cc1
  -3, 4, -6, -10, i, -7, 3, -4, 0
> COc1ccc(NC(=S)N2CCC3CC2c2c(Cl)cccc23)c(OC)c1 (configuration not stated)
  -63, 3, 11, 1, i, 9, 10, 0, -2
> O=C(c1cccc(F)c1)N1CCN(C(=O)C2CC2)CC1
  -1, -4, 10, 2, i, -4, 5, 4, 1
> CCN(CC)C(=O)c1sc2[nH]c(=S)n(-c3ccccc3)c(=O)c2c1C
  25, -1, 8, -2, i, -4, 0, 7, -2
> C/C(=N\Nc1cc(C)nc(NCc2ccccc2)n1)c1ccc([N+](=O)[O-])cc1
  -2, 3, 14, -1, i, 1, 0, 0, 3
> CCc1nc(SCC(=O)Nc2c(C)n(C)n(-c3ccccc3)c2=O)n[nH]1
  7, 1, -13, -4, i, -10, -13, -12, -1
> Cc1ccc(S(=O)(=O)N2CCN=C2SC(C)c2ccccc2)cc1 (configuration not stated)
  13, 2, -1, 2, i, 19, -13, 1, 0
> O=C(NN=Cc1ccc(F)cc1)c1cccc(S(=O)(=O)N2CCCC2)c1
  4, 2, -5, -4, i, 2, -9, 10, 3
> COc1cnc(N(C)C)nc1Sc1ccc(Cl)cc1
  9, -1, -15, -5, nt, 15, -2, 12, -2
> COc1ccc(CCNC(=O)C2CCN(S(=O)(=O)c3ccc(NC(C)=O)cc3)CC2)cc1OC
  6, 5, -19, -5, i, -4, 6, 10, 1
> CCCCOc1ccc(C(=O)NCCc2ccccc2)cc1
  2, 0, -4, 0, i, 0, -18, 12, -4
> CC(C)(C)c1ccc(CCC2OCC(CN3CCOCC3)O2)cc1 (configuration not stated)
  -17, 1, 3, -3, i, 9, 7, -15, 1
> O=C(CCNS(=O)(=O)c1ccc2c(c1)CCC(=O)N2)NCc1ccc2c(c1)OCO2
  10, -1, -5, 0, i, -1, -7, -3, 0
> COc1ccc(Sc2ccccc2CN(C)C)cc1OC
  18, 5, 6, -6, i, -8, -8, -2, -1
> Cc1cc(NC(=O)Nc2cccc(Cl)c2)n(-c2ccccc2)n1
  -1, 1, 4, -2, i, 3, -2, -10, 3
> COc1ccc(NC(=O)NNC(=O)COc2cc(C)c(Cl)c(C)c2)c(OC)c1
  -1, 2, 9, -4, i, 0, -11, -1, 2

The list continues.
Below each compound – PABP1 MLLE inh, Rin1-Abl PPI inh, SKN-1 block, bovine MsrA act, Neddylation inh, FAS-TE inh, eLon inh, CendR NRP1 mod, MT1-MMP act inh
> COC(=O)c1cc(-c2cccs2)nn1-c1ccccc1
  -7, -1, 3, -3, i, 4, -8, 17, -4
> O=C(CN1CCCCCC1)Nc1ccc(Cl)cc1F
  -6, 1, 16, -2, i, -3, 4, 5, 2
> CCC(C(=O)NC1CCCCC1)n1c2ccccc2c2nc(=O)cc(C)n21 (configuration not stated)
  2, 1, 27, -1, i, -3, -8, -14, -6
> O=S(=O)(NCCc1nc2ccccc2[nH]1)c1ccccc1
  13, 3, 6, -3, i, -4, -17, -10, -2
> c1ccc(Oc2ccc3ccccc3n2)cc1
  -94, 2, 4, -4, i, -3, 0, 12, 1
> Cc1ccc(OCCC(=O)OC(C)C(=O)Nc2c(C)n(C)n(-c3ccccc3)c2=O)cc1 (configuration not stated)
  10, 0, 11, -4, i, -3, 3, 15, 5
> Cc1ccc(/C=C/c2nnc(-c3cccc(C)c3)o2)cc1
  1, 2, 7, -3, i, 27, 4, -7, 2
> CCCNNC(=O)C(O)(c1ccccc1)c1ccccc1
  7, -5, -4, -12, i, -6, 0, 0, -7
> O=C(CSc1nnc2ncccn12)N1CCCCCC1
  -4, -5, 1, -3, i, -8, -10, -8, -1
> CC(C)CN=C(NS(=O)(=O)c1ccccc1)C(Cl)(Cl)Cl
  -27, 3, 3, 0, i, -10, 0, 10, 3
> Cc1cc(=O)oc2cc(OCc3ccc(S(=O)(=O)N4CCOCC4)cc3)ccc12
  -1, 2, -6, -13, i, 67*, -1, 6, -1
> O=C(NC1CCCC1)C1CCCN(S(=O)(=O)c2ccc(F)cc2)C1 (configuration not stated)
  11, 4, 2, -4, i, -2, 7, 2, 1
> Cc1cccc(-n2c(-c3csc(C)c3C)n[nH]c2=S)c1
  -13, 1, 8, -1, i, -8, 5, 1, 0
> Cc1ccc(C(=O)CSc2nnc(COc3cccc(C)c3)o2)cc1
  -44, -4, -18, -8, i, 22, 7, 5, 4
> COc1ccccc1-c1nnc(NC(=O)C2CCCN2S(=O)(=O)c2cccs2)o1 (configuration not stated)
  -7, -1, 8, -5, i, -6, -1, 3, 1
> Cc1ccc(-c2nn(CCC(=O)NN3CCOCC3)c(=O)c3ccccc23)cc1
  6, -3, -5, -1, i, -6, 1, -3, 0
> CCc1ccc(Nc2n[n+](-c3ccccc3)c(-c3c(Cl)cccc3Cl)s2)cc1
  -1, 0, 2, -3, i, -121, 5, 2, 10

Given with tabs: entries from further up.
Structure	PABP1 MLLE inh	Rin1-Abl PPI inh	SKN-1 block	bovine MsrA act	Neddylation inh	FAS-TE inh	eLon inh	CendR NRP1 mod	MT1-MMP act inh
CCCNNC(=O)C(O)(c1ccccc1)c1ccccc1	7	-5	-4	-12	i	-6	0	0	-7
O=C(CSc1nnc2ncccn12)N1CCCCCC1	-4	-5	1	-3	i	-8	-10	-8	-1
CC(C)CN=C(NS(=O)(=O)c1ccccc1)C(Cl)(Cl)Cl	-27	3	3	0	i	-10	0	10	3
Cc1cc(=O)oc2cc(OCc3ccc(S(=O)(=O)N4CCOCC4)cc3)ccc12	-1	2	-6	-13	i	67*	-1	6	-1
